From PubChem BioAssay
VCAM1 TNFa inh: reduces TNF alpha induced VCAM1 expression in HUVEC. 95,000 compounds, 0.48% hits. inhibition, % at 2 µM. HUVEC TNFa-induced VCAM-1 immunofluorescence, high-content imaging. AID 802;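 active = inhibition above the batch mean plus 3 SD, with images confirmed as a hit by eye, cut at about 37% in these data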;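 note: 0% = TNF-stimulated DMSO wells and 100% = unstimulated control wells; not every result past the cut was called active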
sEH inhibitor: soluble epoxide hydrolase (human) inhibition; P34913; recombinant human sEH enzymatic activity assay; inhibition, % at 2 µM; 91,000 compounds, 0.34% hits; AID 707; in the data active = inhibition above about 80%; note: values of inactives mirror those of a sister screen read the other way; many of its hits are not listed in these tables
Target sequence (P34913 whole entry, looked up): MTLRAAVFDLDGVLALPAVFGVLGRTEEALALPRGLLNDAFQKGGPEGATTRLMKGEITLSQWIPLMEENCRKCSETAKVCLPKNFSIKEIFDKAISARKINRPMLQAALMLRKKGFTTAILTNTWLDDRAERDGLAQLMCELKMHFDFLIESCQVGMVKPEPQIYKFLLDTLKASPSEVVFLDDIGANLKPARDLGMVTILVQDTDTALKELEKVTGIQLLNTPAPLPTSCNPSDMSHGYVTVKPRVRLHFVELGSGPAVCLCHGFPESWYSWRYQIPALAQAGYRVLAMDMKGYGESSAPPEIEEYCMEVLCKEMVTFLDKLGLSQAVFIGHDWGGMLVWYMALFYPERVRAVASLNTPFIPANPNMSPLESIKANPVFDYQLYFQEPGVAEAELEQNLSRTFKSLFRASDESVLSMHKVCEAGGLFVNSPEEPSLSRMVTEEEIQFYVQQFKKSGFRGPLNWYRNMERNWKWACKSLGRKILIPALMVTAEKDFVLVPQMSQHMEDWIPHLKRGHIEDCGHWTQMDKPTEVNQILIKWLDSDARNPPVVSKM
Calb biofilm kill: kills Candida albicans biofilms; inhibition, % at 6 µM; 85,000 compounds, 0.14% hits; AID 834; C. albicans biofilm + clotrimazole, Alamar Blue;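 active = inhibition above 20%; inactive = inhibition below 20%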;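 note: preformed 24 hr biofilms exposed to compound for 48 hr; 0% = biofilm without compound and 100% = blank killed by clotrimazole plus chlorhexidine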
F-actin modifier: cytoskeleton assembly modification; HUVEC TNFa F-actin phalloidin imaging, high content; inhibition, % at 2 µM; 91,000 compounds, 0.18% hits;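 active = inhibition above the batch mean plus 3 SD and confirmed as a hit by visual image inspection, cut at about 30% in these data, passing the limit was not always enough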; note: strong numbers were not always called active
HUVEC tox TNFa: HUVEC cytotoxicity counter-screen, TNF alpha stimulated | HUVEC TNFalpha-stimulated, Hoechst cell count, imaging | cell count reduction, % at 2 µM | 93,000 compounds, 0.17% hits | AID 848;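 active = cell count reduction exceeding the screen mean by over 5 SD, scaled to untreated wells per plate, cut at about 78% in these data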;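 note: cells counted after 24 h of TNF alpha exposure following the 1 h pretreatment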
HUVEC tox IL1B: HUVEC cytotoxicity counter-screen, IL-1B stimulated | cell count reduction, % at 2 µM | HUVEC cell count loss, Hoechst imaging | AID 845 | 94,000 compounds, 0.41% hits;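 active = cell count reduction more than 3 SD above the screen-wide mean, cut at about 70% in these data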;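 note: normalized per plate to untreated control cells as the no-loss baseline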
Smad3 inh: inhibitors of human Smad3 transcription factor binding; 88,000 compounds, 0.29% hits; inhibition, % at 25 µM; TR-FRET Smad3/Dy647-FoxH1 peptide binding, europium anti-His; AID 630; P84022;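 active = compounds that reduce the energy-transfer binding signal between the protein and its labelled peptide by more than half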;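 note: 0% = Smad3 plus labelled peptide maximal FRET and 100% = peptide-only background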
Target sequence (P84022 whole entry, looked up): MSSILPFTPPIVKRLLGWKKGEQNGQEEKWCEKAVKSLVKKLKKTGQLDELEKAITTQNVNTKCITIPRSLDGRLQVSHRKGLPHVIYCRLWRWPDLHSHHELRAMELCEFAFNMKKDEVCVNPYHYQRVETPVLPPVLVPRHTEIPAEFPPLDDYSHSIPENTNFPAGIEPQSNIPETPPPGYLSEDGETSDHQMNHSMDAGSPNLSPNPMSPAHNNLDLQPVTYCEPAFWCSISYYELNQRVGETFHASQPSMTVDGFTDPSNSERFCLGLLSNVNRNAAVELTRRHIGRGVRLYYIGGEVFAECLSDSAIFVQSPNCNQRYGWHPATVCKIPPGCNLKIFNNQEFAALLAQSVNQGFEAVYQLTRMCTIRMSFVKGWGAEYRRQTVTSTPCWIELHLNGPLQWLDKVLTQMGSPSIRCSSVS
ERb coact inh: ER-beta (human) coactivator binding inhibition. Q92731. TR-FRET ER-beta LBD / SRC1-Cy5 peptide binding; receptor agonist-loaded with 1 µM estradiol. inhibition, % at 25.6 µM. 86,000 compounds, 1.3% hits;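 active = compounds whose percent inhibition of the receptor-coactivator binding signal exceeds about 50% in the single-dose screen, limit read from the data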;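 note: 0% = receptor plus peptide wells without compound and 100% = peptide-only wells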
sEH act: activators of human soluble epoxide hydrolase. P34913. purified human sEH enzymatic activity, activator screen. activation, % at 2 µM. 91,000 compounds, 0.04% hits. AID 717; in the data active = activation above about 37%; note: values of inactives mirror those of a sister screen read the other way
* = called active by the depositor; x = not tested or not shown; [ ] = dose if it differs, or a comment.

SMILES	VCAM1 TNFa inh	sEH inhibitor	Calb biofilm kill	F-actin modifier	HUVEC tox TNFa	HUVEC tox IL1B	Smad3 inh	ERb coact inh	sEH act
CN1C(=O)CC(NNC(=O)c2ccccc2)C1=O (stereo unspecified)	-11	-19	9	12	-5	5	-5	-4	17
Cc1ccc(C2NC(=O)Cc3ccccc32)cc1 (stereo unspecified)	7	1	5	x	-19	-27	2	4[fluorescence artefact?]	-6
CCCCNC(=O)Nc1ccccn1	2	-2	0	-2	-37	-78	-4	-7	1
O=C(O)CCc1ccc(-c2ccc(F)cc2)n1CCC(=O)O	12	3	7	8	-10	-34	2	7	-2
Cc1cc2ncn(-c3ncnc4sc(C)c(C)c34)c2cc1C	17	1	-3	6	-11	7	0	-3[fluorescence artefact?]	-1
CCN1CCN(S(=O)(=O)c2cc(OC)c(Cl)cc2OC)CC1	-8	-6	0	6	-14	-2	0	-8	8
COc1ccc(NC(=O)CSc2nnc(Cc3cccn3C)n2-c2ccc(F)cc2)cc1	-7	-3	9	6	10	1	15[fluorescence artefact?]	-7	3
CC(c1ccccc1)n1cc(C(=O)NCc2cccnc2)nn1 (stereo unspecified)	0	0	4	4	-33	-31	5	-21	1
O=C1c2ccccc2C(=O)N1CCCc1nc(-c2ccc(Cl)cc2)no1	3	-10	1	0	-1	-15	-21	17[fluorescence artefact?]	12
CCSc1cnc(-c2ccccc2)n1CC	-16	-10	9	-58	0	-19	-2	-1	9
O=C(NCCc1ccccc1)/C(=C\c1ccc([N+](=O)[O-])cc1)NC(=O)c1ccccc1	-7	8	x	16	-33	-55	x	x	-10
O=C(CN1CCN(Cc2ccc(F)cc2)C1=O)NCc1cccs1	16	3	1	-7	-14	-9	6[fluorescence artefact?]	-15	1
O=C(OCc1ccccc1)/C(=C/c1ccc(Cl)cc1)NC(=O)c1ccccc1Cl	6	19	x	-7	1	-69	x	x	-17
Cc1cc(C)nc(-n2nc(C)c3c(C)c(C)c(C)nc32)n1	13	4	x	1	-13	-5	x	x	-5
CCOC(=O)c1sc(NC(=O)c2ccccc2OC)nc1C	14	0	14	-2	-16	-14	5[fluorescence artefact?]	0	2
CC(=O)Nc1cc(C(=O)O)ccc1S(=O)(=O)c1ccc(Cl)cc1	x	x	2	x	x	-13	3	1	x
O=C(COc1ccc(Cl)cc1Cl)OCn1nnc2ccccc2c1=O	25	-4	-7	x	-6	12	16	-4	3
CCn1cc(C(C)NC(=O)COc2ccc(Cl)cc2C)c(C)n1 (stereo unspecified)	6	4	5	-27	16	8	5	-2	-3
Cc1[nH]c2ccc(-c3nnc(SCC(=O)N4CCCc5ccccc54)o3)cc2c1C	9	-13	-5	8	-6	23	-4	7[fluorescence artefact?]	15
CCn1c(SCC(=O)Nc2nonc2C)nnc1-c1ccoc1C	5	-1	7	20	29	-2	1	-18[fluorescence artefact?]	2
COc1ccc(CN2CCN(C(=O)C3CC(=O)N(C4CCCCCC4)C3)CC2)c(OC)c1OC (stereo unspecified)	-2	5	1	12	-33	12	11	1	-4
COC(=O)c1oc2ccc(Cl)cc2c1N	19	0	2	-23	5	-87	-10	-13[fluorescence artefact?]	-2
Cc1cc(C)nc(N(C#N)CN2C(=O)c3ccccc3C2=O)n1	-7	x	8	1	-21	-17	-13	-4	x
CC(C)c1ccc(NC(=O)C2CC(=O)N(C(C)C)C2)cc1 (stereo unspecified)	19	12	1	12	-36	6	-8	-3	-14
Cc1c(NC(=O)Cn2ccc([N+](=O)[O-])n2)c(=O)n(-c2ccccc2)n1C	4	5	x	-14	-4	-9	x	x	-2
CC1CN(S(=O)(=O)N(C)C)CCN1S(=O)(=O)N(C)C (stereo unspecified)	14	2	4	4	0	88*	-3	-4	0
CCCc1cc2c(cc1NC(=O)c1ccc(Br)cc1)OCO2	16	3	x	-7	-17	x	x	x	-3
CCOC(=O)CN1C(=O)C(O)(C2CCc3ccccc3C2=O)c2ccccc21 (stereo unspecified)	-6	-6	1	-13	18	-13	-7	-12	6
O=C1CCCN1CN(C(=O)c1ccc2c(c1)OCO2)c1cccc(Cl)c1	13	x	4	29	-20	-12	-6	-5	x
Cc1cccc(OCc2nnc(N)s2)c1	-7	6	x	-11	-3	-22	-6	6	-8
Cn1cccc1Cc1nnc(SCC(=O)NCC2CCCO2)n1CCc1ccccc1 (stereo unspecified)	-1	x	8	-4	-14	x	0	0	x
CCc1ccc(NC(=O)C(C)Nc2ccc(S(=O)(=O)NC(C)=O)cc2)cc1 (stereo unspecified)	0	2	-1	-18	-5	0	4	0	0
CCOC(=O)N1CCN(C(=O)CNC(=O)c2nn(-c3ccc(OC)cc3)c(=O)c3ccccc23)CC1	1	-2	x	12	-16	-2	x	x	-1
C=CCOc1nc(-c2ccncc2)nc2ccccc12	3	-9	5	-54	11	-26	4	-7[fluorescence artefact?]	8
COc1ccc2cc3cc(C(=O)NCCN4CCN(Cc5ccccc5)CC4)oc3nc2c1	2	0	9	-1	-35	4	8	-6	0
O=C(Cn1ncn2c(cc3ccccc32)c1=O)NCc1ccco1	-5	-8	2	-22	5	-9	8	38[fluorescence artefact?]	10

Individual results from above.
Value for Cc1cccc(OCc2nnc(N)s2)c1 under HUVEC tox IL1B: -22
Value for CCOC(=O)CN1C(=O)C(O)(C2CCc3ccccc3C2=O)c2ccccc21 (stereo unspecified) under F-actin modifier: -13
Value for O=C(Cn1ncn2c(cc3ccccc32)c1=O)NCc1ccco1 under sEH act: 10
Value for COc1ccc2cc3cc(C(=O)NCCN4CCN(Cc5ccccc5)CC4)oc3nc2c1 under F-actin modifier: -1

(listing goes on)
SMILES	VCAM1 TNFa inh	sEH inhibitor	Calb biofilm kill	F-actin modifier	HUVEC tox TNFa	HUVEC tox IL1B	Smad3 inh	ERb coact inh	sEH act
CCOC(OCC)P(=O)(c1ccccc1)c1ccccc1	-5	9	8	-13	-19	-15	5	-6[fluorescence artefact?]	-8
COc1cc(C)c(N)cc1C(C)C	5	-3	1	-2	-2	-13	-4	5[fluorescence artefact?]	3
CCc1ccc(C2C(C(C)=O)=C(C(=O)OC)Nc3nnnn32)cc1 (stereo unspecified)	22	-4	-5	-18	2	-12	-2	-5	2
CCCCNC(=O)c1onc(CSc2ccccc2CC)c1C(=O)O	-23	8	x	7	16	23	x	x	-3
CCCCn1c(=O)cc(O)c2ccccc21	6	7	3	-2	8	4	8	-6	-7
COc1cccc(OC)c1Oc1ccc(C(F)(F)F)cn1	18	-2	9	-10	x	-7	5	-9[fluorescence artefact?]	0
COc1ccc(C2=NOC3(CC(=O)N(c4ccc(C)cc4)C3=O)C2)cc1 (stereo unspecified)	-16	-2	4	1	-21	8	10	8	3
COc1ccc(F)cc1S(=O)(=O)n1cc(C)nc1-c1ccccc1	12	0	10	16	7	-12	14	-10	2
Cc1onc(-c2ccccc2Cl)c1C(=O)NCc1ccccc1	-3	-6	-2	4	4	0	2	3	4
CC(C)c1nnc(NC(=O)CSc2ccccc2)s1	-12	10	1	19	-8	5	16	0	-8
Cc1ccc(N(CC(=O)NC2CCC(C)CC2)S(=O)(=O)c2cccnc2)cc1 (stereo unspecified)	-1	18	1	2	-4	-30	10	-9[fluorescence artefact?]	-16
COc1cccc(C2N(c3cccc(Cl)c3)C(=O)C3CCCN32)c1OC (stereo unspecified)	7	-14	1	9	-24	9	-3	-7	12

Continued; the last 3 above are carried over.
SMILES	VCAM1 TNFa inh	sEH inhibitor	Calb biofilm kill	F-actin modifier	HUVEC tox TNFa	HUVEC tox IL1B	Smad3 inh	ERb coact inh	sEH act
CC(C)c1nnc(NC(=O)CSc2ccccc2)s1	-12	10	1	19	-8	5	16	0	-8
Cc1ccc(N(CC(=O)NC2CCC(C)CC2)S(=O)(=O)c2cccnc2)cc1 (stereo unspecified)	-1	18	1	2	-4	-30	10	-9[fluorescence artefact?]	-16
COc1cccc(C2N(c3cccc(Cl)c3)C(=O)C3CCCN32)c1OC (stereo unspecified)	7	-14	1	9	-24	9	-3	-7	12
Cn1nnnc1SCC(=O)N1CCCc2ccccc21	15	-1	5	2	-20	-31	2	-7	1
Cc1nn(Cc2ccccc2)c(Cl)c1C(=O)OC1CCOC1=O (stereo unspecified)	15	0	10	4	-16	-13	-4	-5	1
Clc1ccc(Cn2ncc3c(NCc4cccnc4)ncnc32)cc1	13	-6	4	5	-21	2	10[fluorescence artefact?]	0	5
CCOC(=O)C1=C(C)C(c2ccccc2)NC(=S)N1 (stereo unspecified)	-3	5	x	-6	-18	12	x	x	-2
CCCNS(=O)(=O)c1cccn1-c1ncc(C(F)(F)F)cc1Cl	-14	0	2	12	-27	-8	0	5	-1
CCOC(=O)c1c(C)[nH]c(C(=O)C(C)Sc2ccc(Cl)cc2)c1C (stereo unspecified)	21	10	5	11	-16	-4	12	9	-8
Cc1cc(C)nc(N2CCC(C(=O)O)CC2)n1	1	-2	9	14	-20	7	9[fluorescence artefact?]	8	0
O=C(COc1ccccc1)c1cn(CC(=O)N2CCOCC2)c2ccccc12	24	-2	3	1	-4	-7	1	2	2
COC(=O)C(Cc1ccccc1)NC(=O)CSc1nc(N)cc(=O)[nH]1 (stereo unspecified)	-11	x	5	-1	8	-12	1	4	x
S=c1[nH]nc(-c2ccc(Cl)cc2)n1Cc1ccccc1	-2	12	x	0	-7	-26	-10	-2[fluorescence artefact?]	-8
CC(C)(C)Nc1nc(NC(C)(C)C)nc(-n2ccnc2)n1	15	-15	9	-8	-18	7	-5	-22[fluorescence artefact?]	14
CCSc1nc(N)c2c(C)c(C)sc2n1	42	0	8	-8	7	-41	-6	-9	0
Cc1ccc(-n2ncc3c(=O)n(Cc4ccccn4)cnc32)cc1C	15	-6	4	10	-18	-6	6	-14	4
COC(=O)C1C(=O)C2=C(CC1C)NC(=O)CC2c1ccc(O)c(OC)c1 (stereo unspecified)	25	3	x	3	57	-30	x	x	-4
CCOc1ccccc1C(=O)Nc1ccc2nc(N3CCN(c4ncccn4)CC3)cc(C)c2c1	-15	-9	-3	-13	4	8	-17	35	7
O=C(CSc1nc2ccccc2c(=O)n1C1CC1)NCc1ccccc1	4	17	-3	5	-43	-24	-3	-7	-17
COc1ccc(NS(=O)(=O)c2cc(C)ccc2C)cc1	15	6	6	-8	4	-7	5	0[fluorescence artefact?]	-7
CCC(=O)Nc1ccc(NC(=O)c2c(C)nc3ccccn23)cc1	-12	-7	4	-20	7	31	0	3	5
COn1c2c(c3c4no[n+]([O-])c4ccc31)CCCC2	5	-14	-1	x	5	8	0	10[fluorescence artefact?]	9
COc1ccc(C2NC(=O)NC(O)(C(F)(F)F)C2C(=O)c2ccccc2)cc1OC (stereo unspecified)	-1	6	x	13	-39	2	x	x	-4
Cc1ccccc1CSCCNC(=O)CN(c1ccc2c(c1)OCO2)S(C)(=O)=O	3	4	2	-2	-2	-13	-8	-29	-1
O=C(NCC1CCCO1)c1coc2nc3ccccc3nc12 (stereo unspecified)	-2	-10	x	3	-26	-103	x	x	8
C#CCN1C(=O)C(O)(CC(=O)c2ccc(OC)c(OC)c2)c2ccccc21 (stereo unspecified)	-15	-7	1	14	-30	-6	3	-10	6
COc1ccc(-n2nc3c(c2NC(=O)C2CC2)CS(=O)C3)cc1 (stereo unspecified)	10	4	0	-5	-26	0	-4	0	-2
Cc1ccc(S(=O)(=O)/N=C2/C=C(C3C(=O)CC(C)(C)CC3=O)C(=O)c3ccccc32)cc1	-7	11	1	x	-16	0	-1	1[fluorescence artefact?]	-13
[O-][n+]1onc2c3ccnnc3ccc21	20	0	6	-5	11	0	-8	-7	3
CCSc1nnc(NC(=O)NC(CC)(C(F)(F)F)C(F)(F)F)s1	-29	x	5	0	-7	-20	2	4	x
O=P(O)(CCc1ccncc1)CN1CCCCC1	-11	x	-2	54	6	-41	-4	2[fluorescence artefact?]	x
COc1ccc(C)cc1-n1nnnc1SCc1cn2ccsc2n1	13	-5	10	-10	-20	6	-8	8[fluorescence artefact?]	2
Cc1ccc(C(=O)Nc2cnc3ccccn3c2=O)cc1	11	-16	7	-14	2	-6	16	-4	15

An excerpt, so the mix of outcomes need not match the whole.
